NCOA2 inhibitor: inhibits human steroid receptor coactivator 2; Q15596; HEK293 GAL4-SRC2 luciferase reporter, luminescence; 370,000 tested, 0.17% active; inhibition, % at 9 µM;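 active = inhibition above the mean inhibition of all tested compounds plus 3 SD, set per campaign, cut at about 52% in these data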;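 also: 0% = DMSO treated cells and 100% = cells given Gossypol at 36 µM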
KKLEB tox: reduces viability of KKLEB cystic fibrosis airway cells | KKLEB CF airway cells viability, ATPlite luminescence, overnight; active compounds read low; cells stimulated with P. aeruginosa culture filtrate | activity change (cytotoxicity), % at 5 µM | 360,000 tested, 0.36% active | AID 602141;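 active = corrected activity change at or below -50% at 5 µM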
LRH-1 inv ag: NR5A2 inverse agonism in reporter assay; inhibition, % at 3.6 µM; AID 602396; O00482; 360,000 tested, 0.13% active; HEK293T StAR-luciferase reporter, LRH-1 transfected, 24 h;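 active = inhibition above the mean inhibition of all tested compounds plus 3 SD, cut at about 73% in these data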;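 also: 0% = DMSO wells and 100% = reporter-only cells lacking LRH-1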
Target sequence (O00482 whole entry, looked up): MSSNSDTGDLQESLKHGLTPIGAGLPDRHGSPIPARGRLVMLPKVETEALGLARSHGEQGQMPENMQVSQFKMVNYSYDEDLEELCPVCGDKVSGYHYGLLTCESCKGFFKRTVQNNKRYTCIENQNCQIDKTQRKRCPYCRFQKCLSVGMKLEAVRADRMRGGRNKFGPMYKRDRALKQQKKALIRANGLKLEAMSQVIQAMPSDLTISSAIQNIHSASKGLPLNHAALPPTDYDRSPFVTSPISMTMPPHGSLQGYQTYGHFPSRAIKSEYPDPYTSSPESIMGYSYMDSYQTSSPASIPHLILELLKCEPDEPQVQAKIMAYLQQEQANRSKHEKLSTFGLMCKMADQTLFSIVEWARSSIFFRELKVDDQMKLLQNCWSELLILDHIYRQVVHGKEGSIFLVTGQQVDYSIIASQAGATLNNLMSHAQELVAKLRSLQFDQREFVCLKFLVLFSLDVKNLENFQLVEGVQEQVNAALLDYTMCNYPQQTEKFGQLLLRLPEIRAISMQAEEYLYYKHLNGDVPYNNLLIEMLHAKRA
COUP-TFII inh: blocks human COUP-TFII nuclear receptor; P24468; HEK293T NGFI-A luciferase reporter, luminescence; inhibition, % at 8.6 µM; 370,000 tested, 0.7% active; AID 686940;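 active = inhibition above a per-plate cutoff, mean inhibition of test wells between control levels plus 3 SD, cut at about 38% in these data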;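 also: cells cotransfected with COUP-TFII expression vector driving the NGFI-A reporter; 0% = median of COUP-TF2 test wells and 100% = reporter-only cells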
Target sequence (P24468 whole entry, looked up): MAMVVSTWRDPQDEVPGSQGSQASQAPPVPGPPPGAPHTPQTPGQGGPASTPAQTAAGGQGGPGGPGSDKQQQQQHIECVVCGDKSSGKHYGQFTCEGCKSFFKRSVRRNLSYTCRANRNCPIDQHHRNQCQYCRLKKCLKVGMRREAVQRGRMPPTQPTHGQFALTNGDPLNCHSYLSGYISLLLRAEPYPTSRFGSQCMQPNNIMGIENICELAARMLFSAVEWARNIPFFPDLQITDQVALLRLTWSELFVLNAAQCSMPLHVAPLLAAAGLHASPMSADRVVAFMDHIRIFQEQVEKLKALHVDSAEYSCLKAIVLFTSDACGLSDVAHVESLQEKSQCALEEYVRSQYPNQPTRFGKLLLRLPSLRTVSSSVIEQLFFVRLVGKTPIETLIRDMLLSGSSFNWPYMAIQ
CF NFkB block: cystic fibrosis NF-kB activation inhibition. KKLEB NF-kB-GFP reporter, PAF-induced, GFP fluorescence overnight. inhibition, % at 5 µM. 360,000 tested, 0.86% active. AID 588850;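 active = at least 50% inhibition at 5 µM, scaled per plate between neutral and stimulator controls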;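 also: PAF is a Pseudomonas aeruginosa culture filtrate used as stimulus; plate controls were PAF-stimulated DMSO wells for no effect and unstimulated DMSO wells for full effect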
TWEAK Fn14 block: TWEAK-Fn14 signaling inhibition; TWEAK-stimulated Fn14 reporter cells, luciferase luminescence, 8 h; inhibition, % at 10 µM; 360,000 tested, 2% active; AID 1159606; in the data active = inhibition above about 50%
TROY NFkB inh: TROY signaling inhibition. Q293 LMP1-TROYcd NF-kB luciferase reporter, 4 h. inhibition, % at 10 µM. 360,000 tested, 0.98% active. AID 1347056;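 active = compounds whose plate-normalised and pattern-corrected inhibition of the luciferase reporter signal at the single screening dose is 50% or more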
SRC3 inh: inhibitors of human steroid receptor coactivator 3 (SRC3) | HEK293 GAL4-SRC3 luciferase reporter, luminescence | inhibition, % at 3.6 µM | 360,000 tested, 0.17% active;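 active = inhibition above a per-campaign cutoff, the mean of all compounds plus 3 SD, cut at about 60% in these data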;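 also: 0% = DMSO-treated cells and 100% = gossypol-treated cells at 36 µM; higher means less SRC3-driven luciferase light from the GAL4 reporter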
SRC1 inh: inhibitors of human steroid receptor coactivator 1 (SRC1); Q15788; HEK293 GAL4-SRC1 luciferase reporter, luminescence; inhibition, % at 3.6 µM; 360,000 tested, 0.12% active; AID 588354;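 active = inhibition above the campaign mean plus 3 SD, with each screening campaign given its own cutoff, cut at about 60% in these data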;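 also: 0% = DMSO treated cells and 100% = gossypol at 36 µM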
EBV LMP1 NFkB: Epstein-Barr LMP1 NF-kappaB reporter inhibition; LMP1-induced NF-kappaB luciferase reporter cells, luminescence; inhibition, % at 12.5 µM; 350,000 tested, 0.69% active; AID 504558; in the data active = inhibition above about 41%;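 also: 0% = neutral control wells and 100% = reference inhibitor control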
C8 TRAIL sens: sensitizes caspase-8 expressing cells to TRAIL | NB7+C8 cells + TRAIL, ATPlite viability luminescence | 360,000 tested, 1% active | inhibition (viability loss, TRAIL sensitization), % at 10 µM;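 active = compounds causing at least 50% loss of cell viability in the single-dose screen, relative to plate controls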
* marks the source's active call; other numbers are inactive results; / = no result given. Hits appear at their usual frequency (roughly 4.2% active in at least one column).

SMILES	NCOA2 inhibitor	KKLEB tox	LRH-1 inv ag	COUP-TFII inh	CF NFkB block	TWEAK Fn14 block	TROY NFkB inh	SRC3 inh	SRC1 inh	EBV LMP1 NFkB	C8 TRAIL sens
Cc1cccc(-n2cc(-c3ccccc3)c3c(N4CCOCC4)ncnc32)c1	23	-92*	6	6	94*	-19	35	-9	-15	8	21
Cc1ccc2c(c1)sc1nc(=O)ccn12	-33	-8	4	-22	2	-5	-9	-42	-8	3	-14
O=C(CCc1nc(-c2ccccc2F)no1)NCCN1CCOCC1	-19	4	-4	7	16	6	4	15	-2	-9	-16
C/C(=N/OC(=O)c1ccc(Br)cc1)c1ccc(C)cc1	-16	4	-6	-8	1	-5	-30	-1	-2	-3	-10
CC(=O)Nc1nonc1-c1nc2ccccc2n1C	-1	6	-1	7	-19	-9	6	6	2	4	-7
Cc1cc(C)cc(N=Cc2[nH]c3ccc(Br)c(Cl)c3c2O)c1	-18	10	3	-3	7	-2	-19	20	-27	0	-2
O=C(Nc1ccccc1C(=O)Nc1ccccc1C(=O)NCc1ccco1)c1ccco1	-13	-19	23	0	24	10	-3	13	9	-2	6
CCC(Oc1ccccc1)C(=O)Nc1ccccc1C(=O)N1CCOCC1 (stereo not drawn)	-39	-5	-5	-10	26	5	3	4	6	-3	0
CCOc1ccc(NC(=O)CC2C(=O)N(C)C(=S)N2CCCc2ccccc2)cc1 (stereo not drawn)	3	6	-3	3	10	-10	18	4	-1	5	8
CCOc1ccc(NC(=O)c2ccccc2O)cc1	-27	-4	-173	-22	3	-27	-36	-119	-76	-15	58*
C=CCn1c(N)c(C(=O)NC2CCCCC2)sc1=S	5	-13	3	19	2	11	-17	2	4	3	0
CC(C)N1CCc2c(sc(NC(=O)c3ccc([N+](=O)[O-])o3)c2C(N)=O)C1	24	9	53	-6	79*	-5	7	13	-10	2	52*
O=C(COc1cccc(Cl)c1)Nc1ccc(N2CCOCC2)cc1	-4	-3	-34	4	1	-31	-27	16	0	2	6
N#CCCn1nc(-c2ccccc2)cc1-n1c(C(F)(F)F)nc2ccccc21	9	8	7	2	-7	17	18	0	5	-10	0
CN(C)S(=O)(=O)N1CCN(C(=O)c2cccs2)CC1	-14	6	11	-1	6	-3	-16	-4	8	-21	3
COc1ccc(C(=O)NCCSCc2ccccc2C)cc1	11	-2	-1	7	3	-6	-6	0	-8	-1	-7
Cc1cccc2[nH]c(CN(C)C(=O)C3CCC(=O)N(C4CC4)C3)nc12 (stereo not drawn)	-2	3	3	-16	6	9	-19	9	-3	1	3
CC(=O)N[C@@H](Cc1c[nH]c2ccccc12)C(=O)OCC(=O)Nc1ccc(Cl)c(S(=O)(=O)N(C)C)c1	-36	-5	-1	6	5	-34	16	10	8	2	-15
CCCCn1c(N)c(N(CC)C(=O)CSc2nnc(-c3ccco3)n2CC)c(=O)[nH]c1=O	-6	7	10	-7	-14	0	-1	0	-8	-7	-7
COc1ccc(CC(N)c2csc(Nc3ncccn3)n2)cc1 (stereo not drawn)	-77	-1	41	32	-5	-15	4	4	4	/	31
O=C(COC(=O)CCc1c[nH]c2ccccc12)Nc1cc([N+](=O)[O-])ccc1Cl	-2	11	6	2	-16	-7	4	11	-8	0	4
CN(C(=O)c1ccc(NC(=O)Cc2cccc(NC(=O)C3CCCN(C(=O)C4CCC4)C3)c2)cc1)C1CC1 (stereo not drawn)	-62	-6	2	26	-25	-17	-19	-18	-2	6	30
CN1CCC(N(C)CC(=O)Nc2ccccc2N2CCOCC2)CC1	5	5	-3	-7	0	-8	-14	-14	-12	3	-9
Cc1[nH]c2ccccc2c1C1=NNC(=Nc2ccc(F)cc2)SC1	11	16	28	6	-11	55*	25	-6	-24	-28	3

Three structures out of the list, sorted by molecular weight, lowest first.
SMILES	NCOA2 inhibitor	KKLEB tox	LRH-1 inv ag	COUP-TFII inh	CF NFkB block	TWEAK Fn14 block	TROY NFkB inh	SRC3 inh	SRC1 inh	EBV LMP1 NFkB	C8 TRAIL sens
COc1ccc(C(=O)NCCSCc2ccccc2C)cc1	11	-2	-1	7	3	-6	-6	0	-8	-1	-7
Cc1cccc2[nH]c(CN(C)C(=O)C3CCC(=O)N(C4CC4)C3)nc12 (stereo not drawn)	-2	3	3	-16	6	9	-19	9	-3	1	3
CN1CCC(N(C)CC(=O)Nc2ccccc2N2CCOCC2)CC1	5	5	-3	-7	0	-8	-14	-14	-12	3	-9

The results go on.
SMILES	NCOA2 inhibitor	KKLEB tox	LRH-1 inv ag	COUP-TFII inh	CF NFkB block	TWEAK Fn14 block	TROY NFkB inh	SRC3 inh	SRC1 inh	EBV LMP1 NFkB	C8 TRAIL sens
O=c1[nH]nc(CNc2cccc(C(F)(F)F)c2)c2ccccc12	7	-10	-5	0	-23	9	13	7	9	-3	7
CCC1=NN(C(=O)c2cccnc2)C(O)(C(F)(F)F)C1 (stereo not drawn)	-14	4	-11	-13	10	7	9	-4	-28	0	-9
CCOc1cc(NC(=O)c2ccco2)c(OCC)cc1NC(=O)c1ccco1	-16	4	-7	-7	-6	-14	-10	-10	5	19	19
CC1NC(=O)c2cccnc2-n2c1nc1cc(F)ccc1c2=O (stereo not drawn)	-9	5	13	-4	-11	5	13	1	-9	-1	6
O=c1c2ccc([N+](=O)[O-])cc2ncn1CCOc1ccccc1	-15	-9	-23	-22	-5	-1	-19	-23	-68	-7	7
COc1ccc(C2=CC(=O)OC(C)(c3ccccc3)O2)cc1 (stereo not drawn)	11	-1	-7	8	18	27	2	-12	0	-5	6
Cc1ccc(C(=O)Nc2ccccc2-c2ccccc2)cc1S(=O)(=O)Nc1cccc(C)c1C	-4	-27	-2	-2	21	26	3	25	6	7	11
CN(Cc1ccccc1)C(=O)CCSc1nc(-c2ccc3c(c2)OCO3)cc(C(F)(F)F)n1	3	-10	8	13	10	27	13	8	-6	3	14
Cc1cccc(NC(=O)c2cccc(NC(=O)Cc3cccs3)c2)c1	3	11	-19	-30	-5	-20	-60	-20	-38	-15	9
O=C(c1ccco1)N1CCN(Cc2cn[nH]c2-c2ccc(F)cc2F)CC1	-14	-7	-21	0	24	30	-10	10	10	11	-8
Cc1cc(N2CCC(C(=O)N3CCN(c4cccc(C)c4C)CC3)CC2)n2ncnc2n1	8	13	20	32	-9	0	28	-10	8	14	8
O=C(NCC1COc2ccccc2O1)c1cc2ccccc2o1 (stereo not drawn)	-11	0	-20	-12	0	81*	/	-9	-10	-18	-22
Cc1ccc(NC(=O)C2CCN(S(=O)(=O)c3ccc4c(c3)CCCC(=O)N4)CC2)c(Br)c1	-3	-1	-12	6	20	-3	-11	-4	-28	5	9
COc1cc(CCC(=O)NCc2ccc(Cl)cc2)cc(OC)c1OC	6	-19	-9	-3	23	3	-3	-1	9	3	10
CN1CCc2c(sc3nc(SCC(N)=O)n(-c4ccccc4)c(=O)c23)C1	-14	-4	27	2	-19	57*	/	6	0	-4	-4
Cc1ccc(NC(=O)c2ccc(=O)[nH]n2)cc1S(=O)(=O)Nc1ccccc1Cl	2	6	1	20	-11	-4	9	-1	-5	3	12
COc1ccccc1N1CCN(C2CCCCC2NS(=O)(=O)c2ccccc2)CC1 (stereo not drawn)	10	-4	7	-25	33	-10	14	17	-8	1	-1
CCC(C)(C)C1CCC2(CC1)NC(=O)N(CC(=O)N1CCN(c3ccccc3OC)CC1)C2=O (stereo not drawn)	-11	8	-7	3	-3	-9	-8	-4	-10	-5	10
Cc1[nH]nc(-c2ccc(O)c(C)c2O)c1Oc1ccccc1	15	-2	-2	1	9	22	20	-3	-6	-4	12
COc1ccc2nc3sc(C(=O)N4CCN(C)CC4)cc3cc2c1	-19	13	-2	-7	-7	-6	-5	-6	-9	-20	12
COc1ccc(CNC(=O)CCS(=O)(=O)c2ccc3c(c2)oc(=O)n3C)cc1	-14	2	8	-6	2	14	-5	-6	0	1	2
O=c1onc(-c2c(F)cccc2F)n1-c1ccccc1Cl	8	9	-9	15	4	14	4	-2	-2	32	1
CN=C1NC(C)(C)C2CCC(C)(CC2)S1	3	15	17	16	-6	4	4	5	1	-2	6
COc1ccc(N2CC(C(=O)N3CCc4ccccc43)CC2=O)cc1 (stereo not drawn)	-25	-8	10	8	-2	10	-2	15	-43	-7	1
CC(C)(C)N/N=C/c1c(O)n(-c2ccc(Cl)cn2)c(=O)c2ccccc12	-23	5	0	7	6	5	-6	9	-8	-1	-6
CN(C)C(=O)NC1c2ccccc2-c2ccccc21	-12	-6	-1	16	1	0	-18	3	-12	-1	-6
COC(=O)CCC(=O)Nc1nc(-c2ccccc2)cs1	-42	9	-16	-12	-32	-32	-38	-8	-2	2	-1
COc1cccc(/C=C/C(=O)c2ccc[nH]2)c1	-64	-2	-114	-50	-12	12	-76	-63	-106	-30	9
Cc1nc(NCc2ccco2)nc2c1C(=O)CC(C)C2 (stereo not drawn)	-25	1	13	-3	7	11	18	7	-11	-5	12
COc1ccc(OCC(=O)Nc2ccc3c(c2)nc(CCNC(C)=O)n3C)cc1	5	12	1	10	-12	-15	-11	-5	-22	1	-3
CCCc1ncc(C(O)c2cccc3ccccc23)n1C (stereo not drawn)	10	-10	2	-1	24	-7	-12	6	11	-6	-9
Cc1c(C(=O)N2CCCCC2)sc(NC(=O)C(C)C)c1C#N	8	1	-3	-8	19	14	5	-8	-6	-5	-1
COc1ccc(N(C)C(=O)c2cc3c(s2)-c2ccccc2OC3)c(OC)c1	8	-5	28	-4	1	-34	-4	23	-3	14	27
Cc1cccc(NC(=O)COc2cccc3c2CCN(C)C3=O)c1	5	1	16	2	-9	-8	15	0	1	7	2
Cc1ccccc1CN1C(=O)Nc2ccccc2C(=O)N1C(C)(C)C	-58	8	18	-10	-3	-5	1	2	-1	-3	0
COC(=O)C1CCN(C(c2cccs2)c2sc3nc(C)nn3c2O)CC1 (stereo not drawn)	-7	-5	2	5	15	-8	-2	-11	5	0	-5
Cc1ccc(NC(=O)CN2C(=O)CN(C)C2=O)cc1S(=O)(=O)N1CCCCC1	1	-7	23	-11	-23	1	9	-1	13	9	-15
COc1ccccc1N=c1oc2c(OC)cccc2cc1C(=O)NCc1ccco1	/	-6	-4	/	7	-3	-69	-5	-10	5	13
O=C(c1cccc(F)c1)N1CCN(Cc2ccco2)CC1	-11	11	5	2	-1	-9	12	22	-15	-5	-4
Cc1cc(Br)ccc1OCC(=O)N1CCCCCC1	-17	-7	-18	-19	13	0	-18	-1	-15	-11	2
O=C(O)C1CCN(S(=O)(=O)c2cccc3cccnc23)CC1	-19	8	9	1	-3	-9	-4	5	-10	-1	10
N=c1c2c(n(Cc3ccc(F)cc3)c3c1CCC3)CCC2	16	-21	74*	36	7	25	14	50	36	9	3
CC(=O)NC1=NN(C(C)=O)C(C)(c2ccc(Cl)s2)S1 (stereo not drawn)	12	-5	19	-13	-12	25	-13	10	8	31	-1
Cc1cc(C(=O)Cn2cncn2)c(C)n1CCc1ccc(F)cc1	-8	3	13	2	9	-3	-4	13	12	-1	12
O=C1CC(c2ccc(F)cc2)CC2=C1C=Nc1ccccc1N2 (stereo not drawn)	26	-24	-6	20	31	47	20	9	6	11	-9
